HTT ATP protect – cytoprotection in Huntington HTT-Q103 PC12 cell model. PC12 HTT-Q103 induced, cytoprotection, ATP luminescence, 40 h. Potency, µM (highest dose often 56.4 µM), for the others: cytoprotection (ATP increase), hits mostly activators. actives 0.14% (n = 230,000). AID 1471;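 also: % of control where 0% means no effect; nearly all actives have a fitted effect of over 45% in size; toxic huntingtin expression switched on by the ecdysone agonist tebufenozide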
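PC12 cells with ecdysone-inducible HTT exon 1 Q103-GFP, induced with 100 nM tebufenozide and co-treated with library compounds in a dose series (1536-well, 1500 cells/well). Cytoprotection read as ATP content by ATPlite luminescence.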
L3MBTL1 block – L3MBTL1 (human) inhibition; AlphaScreen L3MBTL1–H3K9me1 peptide binding; Potency, µM (doses to about 57.1 µM), without a hit: at the top dose activity, negative = inhibition, most hits filed as inhibitors; Q9Y468; actives 0.66% (n = 230,000); AID 485360; also: % is scaled to controls: 0 for no effect and ±100 for the full control effect; nearly all actives have a fitted effect of over 60% in size
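Read-out is AlphaScreen signal from streptavidin donor and nickel chelate acceptor beads (10 ug/mL final each) bridging L3MBTL1 (50 nM) and biotinylated K9-monomethylated H3(1-15) peptide (75 nM), after 30 min compound exposure at room temperature.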
Tau FP inhib – blocks human tau fibril formation measured by polarization | P10636 | K18 P301L tau heparin fibrillization, Alexa594 FP, 6 h | Potency, µM (highest dose often 57.7 µM), inactives show at the highest dose activity, negative = inhibition, hits mostly inhibitors | actives 0.39% (n = 280,000); also: % is scaled to controls: 0 for no effect and ±100 for the full control effect; nearly all actives have a fitted effect of over 55% in size
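Recombinant K18 P301L […], labeled with Alexa 594 at 0.24 uM over 15 uM unlabeled; heparin inducer 20 uM final; 37 C, 6 hr; FP endpoint.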
Tau fluor cs – counter-screen for tau fibril formation inhibitors | Potency, µM (highest dose often 57.7 µM), without a hit: at the highest dose activity change, negative = decrease | tau K18 P301L Alexa594 fluorescence, heparin fibrillization | actives 0.93% (n = 280,000) | AID 1463; also: % is scaled to controls: 0 for no effect and ±100 for the full control effect; nearly all actives have a fitted effect of over 55% in size
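Human tau K18 P301L (15 uM unlabeled, 0.24 uM Alexa 594-labeled) in 100 mM sodium acetate pH 7 with 20 uM heparin, 6 hr at 37 C. ThT 30 uM added, 1 hr ambient; Alexa 594 FP and total fluorescence read at 555/632 nm.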
Tau ThT inhib – blocks human tau fibril formation measured by thioflavin T; recombinant tau K18 P301L, heparin-induced fibrillization, ThT fluorescence; P10636; Potency, µM (doses to about 57.4 µM), for the others: at the highest dose activity, negative = inhibition, most hits filed as inhibitors; actives 2.1% (n = 270,000); also: % is scaled to controls: 0 for no effect and ±100 for the full control effect; nearly all actives have a fitted effect of over 55% in size
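Fibril formation assay: tau K18 P301L at 15 uM with trace Alexa 594 label, heparin inducer 20 uM, pH 7 sodium acetate buffer, 37 C for 6 hr; endpoint ThT signal.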
RECQ1 inh – inhibitors of human RECQ1 DNA helicase | RECQ1 DNA unwinding, red fluorescence kinetic read | Potency, µM (series often up to 57.3 µM), without a hit: top-dose activity, negative = inhibition, usual class: inhibitors | actives 0.54% (n = 240,000) | AID 2549;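 also: plate controls were vehicle for no effect and no enzyme for full effect; nearly all actives have a fitted effect of over 30% in size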
Target sequence (P46063 whole entry, looked up): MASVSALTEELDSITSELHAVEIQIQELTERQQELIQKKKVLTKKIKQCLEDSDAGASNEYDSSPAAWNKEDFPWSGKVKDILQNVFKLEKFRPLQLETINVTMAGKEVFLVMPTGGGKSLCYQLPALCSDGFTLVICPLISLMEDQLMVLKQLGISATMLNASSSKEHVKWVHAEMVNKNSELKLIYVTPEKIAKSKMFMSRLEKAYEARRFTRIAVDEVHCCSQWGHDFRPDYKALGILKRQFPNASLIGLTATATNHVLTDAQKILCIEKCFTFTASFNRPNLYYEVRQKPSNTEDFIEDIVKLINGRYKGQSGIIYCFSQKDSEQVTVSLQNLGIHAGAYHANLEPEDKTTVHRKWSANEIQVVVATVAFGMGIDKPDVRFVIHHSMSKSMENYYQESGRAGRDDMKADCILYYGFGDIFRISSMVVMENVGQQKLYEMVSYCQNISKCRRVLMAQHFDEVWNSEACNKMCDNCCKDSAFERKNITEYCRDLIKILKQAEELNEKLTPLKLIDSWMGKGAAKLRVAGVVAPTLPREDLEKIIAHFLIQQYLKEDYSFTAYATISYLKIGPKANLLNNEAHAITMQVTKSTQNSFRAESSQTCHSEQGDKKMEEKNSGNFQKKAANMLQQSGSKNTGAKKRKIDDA
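50 nM RECQ1T1 preincubated 15 min with compound in Tris pH 8.0 buffer with MgCl2, DTT, Tween-20 and 2.5 ug/ml poly(dI-dC); started with 200 nM TAMRA/BHQ-2 forked duplex and 2 mM ATP. Unwinding read as fluorescence (525/598 nm), two reads 2 h apart.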
TRb SRC2 PPI – TRbeta-SRC2 interaction inhibition. P10828. TRbeta-SRC2 peptide binding, fluorescence polarization; receptor liganded with 1 µM T3. Potency, µM (series often up to 106 µM), for inactives: at the highest dose activity change, negative = inhibition, actives largely listed as inhibitors. actives 0.065% (n = 280,000). AID 1469;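 also: plate controls were bound peptide for no effect and peptide without receptor for full effect; nearly all actives have a fitted effect of over 50% in size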
Target sequence (P10828 whole entry, looked up): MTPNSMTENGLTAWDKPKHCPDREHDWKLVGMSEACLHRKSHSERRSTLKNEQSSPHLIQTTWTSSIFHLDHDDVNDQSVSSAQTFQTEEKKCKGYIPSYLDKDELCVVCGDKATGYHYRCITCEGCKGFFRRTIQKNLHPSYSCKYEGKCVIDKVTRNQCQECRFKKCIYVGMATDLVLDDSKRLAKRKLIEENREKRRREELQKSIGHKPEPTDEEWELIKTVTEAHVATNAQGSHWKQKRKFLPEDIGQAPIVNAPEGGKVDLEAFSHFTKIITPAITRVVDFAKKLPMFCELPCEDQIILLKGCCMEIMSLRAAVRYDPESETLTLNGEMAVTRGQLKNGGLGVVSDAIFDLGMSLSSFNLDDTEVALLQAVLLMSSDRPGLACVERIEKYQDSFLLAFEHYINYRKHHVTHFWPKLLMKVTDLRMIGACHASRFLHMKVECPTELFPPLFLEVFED
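Quantitative HTS by FP: 0.6 uM TRb LBD, 20 nM labeled SRC2 20-mer, 1 uM T3, 5% DMSO; 5 hr ambient incubation; % activity per concentration and potencies from concentration series.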
TR SRC2 fluor cs – alters Texas Red total fluorescence, flagging assay interference | AID 1479 | TRb/SRC2 Texas Red total fluorescence interference | Potency, µM (highest dose often 106 µM), for the others: top-dose fluorescence change, negative = quenching | actives 0.29% (n = 280,000); active = well fitted curve in either direction with a large enough effect; inconclusive = small, poorly fitted or top-dose-only effect; also: % is scaled to controls: 0 for no effect and ±100 for the full control effect
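Flags fluorescent or light-absorbing compounds by total fluorescence, S + 2P, at 555 nm excitation and 632 nm emission. Mixture: 20 nM Texas Red SRC2 peptide, 0.6 uM human TRb LBD, 1 uM T3, 5% DMSO; compound exposure 5 h at ambient temperature.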
Starred values were filed as active, the others as inactive; i = inactive; ? = inconclusive; / = no result given; [ ] = another dose, or the depositor's remark. Unless noted, calls follow the shape of the dose curve; as a rule, active = well fitted curve in the direction sought with a large enough effect; inconclusive = small, poorly fitted or top-dose-only effect, or another doubt; inactive = no such curve, though single readings can be large; an effect the other way counts as inactive or inconclusive. Potency is read from the fitted curve at half-maximal effect. The list is partial (hit frequency here may not be typical).

SMILES	HTT ATP protect	L3MBTL1 block	Tau FP inhib	Tau fluor cs	Tau ThT inhib	RECQ1 inh	TRb SRC2 PPI	TR SRC2 fluor cs
O=C(CCCCCN1C(=O)c2cccc3cccc(c23)C1=O)NCc1cccnc1	2.6%[10 µM]	53.0%[activator]	5.1%	-3.0%	-1.3%	-0.7%	2.6%	-0.1%
COc1ccc(S(=O)(=O)Nc2cccc(F)c2C)cc1C(=O)N1CCOCC1	-1.6%	/	-8.2%	-4.7%	-1.7%	-1.4%	2.3%	-4.2%
O=C(NCCCn1ccnc1)C(=O)NCC(c1ccco1)N1CCN(c2ccc(F)cc2)CC1 (configuration not stated)	-12.4%	/	2.0%	-2.7%	0.3%	i	1.0%	-0.3%
CCOc1nc(-c2ccccc2O)nc2ccccc12	-2.3%[10 µM]	6.8%	?	-14.7%	-16.6%	-3.0%	-8.6%	-3.8%
COC(=O)c1ccc(NC(=O)c2cc3sccc3n2C)cc1	-24.0%	-17.3%	-5.0%	?	-11.5%	-5.3%	-3.7%	-1.3%
CCc1ccc(CNC(=O)Cn2nc(C)c3nn(-c4ccc(Cl)cc4)c(C)c3c2=O)cc1	/	/	8.1%	-1.4%	1.8%	/	5.3%	-1.1%
COc1ccc2[nH]c(=O)c(CN(C(=O)c3ccco3)C(C)C)cc2c1	13.2%[10 µM]	/	-5.7%	-14.3%	-15.7%	22.4%	5.8%	-5.4%
COc1ccc(C2C=C(c3ccc(Cl)cc3)Nc3nc(NC(C)=O)nn32)cc1 (configuration not stated)	-23.3%	-8.9%	0.9%	8.4%	23.7%	-27.4%	-17.6%	-0.5%
CCOc1cccc(C(=O)Nc2ccccc2N2CCN(C(=O)C(C)C)CC2)c1	-11.3%	-1.3%	9.5%	2.1%	-0.8%	i	-1.7%	-3.9%
Cc1cc(NC(=O)CSc2nc(C(C)C)nc3sc4c(c23)CCC(C)C4)no1 (configuration not stated)	-10.8%[1.9 µM]	4.4%	-5.1%	-0.8%	1.5%	i	-2.2%	0.4%
Cc1ccc(-n2nc(C(=O)Nc3ccc(F)cc3Cl)c(=O)n(C)c2=O)cc1	/	/	-6.8%	5.8%	6.2%	/	6.7%	0.4%
O=S(=O)(NCc1nc2cccnc2n1Cc1ccccc1Cl)c1ccc(F)c(Cl)c1	/	/	-3.0%	-12.6%	4.4%	/	0.3%	2.0%
COc1ccc(OC(=O)c2cccnc2)cc1	0.5%	/	3.6%	-3.8%	-13.0%	-6.5%	-2.5%	-3.5%
O=C(O)C1CCN(C(=O)c2ccco2)CC1	-5.4%	10.9%	-2.3%	-1.5%	4.5%	i	-0.9%	-0.8%
CCC(=O)Oc1ccc(C(=O)Nc2ccc3c(c2)C(=O)N(C2CCCCC2)C3=O)cc1	?	/	-24.8%	?	-16.0%	-8.5%	-8.1%	-2.0%
Cc1nc(-c2ccccc2)nc2[nH]c(-c3ccccc3)cc(=O)c12	-11.1%	/	-13.4%	-15.4%	2.0%	i	-1.6%	-2.0%
CCCCCCC(=O)N/N=C1\CCCc2ccccc21	-1.5%[10 µM]	14.4%	1.0%	-3.6%	-15.6%	i	-1.1%	-4.2%
Cn1c2c(c3ccccc31)CC/C2=N\O	5.8%	/	-4.7%	-16.6%	?	i	-8.7%	0.0%
O=C(CCl)Nc1ccccc1Sc1ccccc1	5.1%	/	1.4%	-8.8%	-9.6%	-0.1%	-4.7%	-2.1%
O=C(Oc1c(CN2CCOCC2)cc(Cl)c2cccnc12)c1cccs1	-96.7%[inhibitor][10 µM]	-85.1%	-2.5%	-24.3%	?	-10.7%	-8.9%	-4.9%
CCS(=O)(=O)N1CCN(C2CCC(c3ccccc3)CC2)CC1 (configuration not stated)	-5.9%	-4.1%	-3.0%	3.4%	-2.4%	-11.0%	-4.2%	1.7%
CCN(CC)S(=O)(=O)c1ccc(C(=O)Nc2ccc(OCC(=O)N3CCOCC3)cc2)cc1	-25.4%	3.7%	7.0%	-6.0%	1.3%	i	1.5%	1.3%
CCCC(c1nnnn1C(C)(C)C)N1CCN(c2ccccc2)CC1 (configuration not stated)	0.4%[10 µM]	-10.9%	-0.5%	-8.0%	-2.0%	i	-4.0%[53 µM]	1.4%[53 µM]
NC(=O)C1CCN(CCC(=O)Nc2ccc3c(c2)CCC3)CC1	2.2%[1.9 µM]	-4.9%	-7.1%	-3.2%	-8.1%	-0.7%	-0.7%	-0.8%
COc1cccc(NC(=O)Cc2ccccc2)c1	-3.3%	-3.5%	2.9%	-6.3%	-12.9%	-0.6%	0.0%	-6.0%
O=C(NCc1ccco1)C(Cc1ccccc1)N1C(=O)C2C3C=CC(C3)C2C1=O (configuration not stated)	9.9%[10 µM]	/	?	-24.1%	?	-3.9%	-5.6%	-1.2%
Cc1ccc2c(CC(=O)OCC(=O)Nc3ccc(Cl)cn3)coc2c1	28.0%[10 µM]	-3.0%	12.8%	4.6%	3.1%	11.8%	0.8%[53 µM]	-2.0%[53 µM]
CC(C)c1nc2oc3c(NCCO)ncnc3c2c2c1COC(C)(C)C2	20.1%[10 µM]	/	-3.2%	-4.0%	0.4%	8.5%	-1.8%	2.9%
O=C(CSc1nc2[nH]ncc2c(=O)[nH]1)Nc1nccs1	-27.5%	/	4.9%	1.5%	3.1%	i	-1.6%	-1.7%
Cc1cccc(N(C(=O)Cc2cccs2)C(C(=O)NCc2ccco2)c2ccncc2)c1 (configuration not stated)	-5.0%[10 µM]	-0.2%	-13.6%[2.34 µM]	-4.2%[2.34 µM]	0.8%	-0.1%	2.9%	-6.0%
COc1ccc(/C=C/C(=O)Oc2cc(C)[nH]c(=O)c2[N+](=O)[O-])cc1OC	-1.1%	/	0.3%	2.1%	-3.5%	1.0%	0.9%	-3.7%
CC/C(=N\NC(=O)Nc1ccccc1)c1ccccc1	-0.1%[10 µM]	-0.4%	1.8%	4.5%	9.0%	-10.6%	4.4%	-5.2%
COc1ccc(C(C(=O)NC2CCCC2)N(CC2CCCO2)C(=O)Cc2cccs2)cc1OC (configuration not stated)	0.2%[10 µM]	6.0%	7.1%	-1.6%	-1.3%	-6.9%	-1.3%	1.0%
CN1CCN(c2ccc([N+](=O)[O-])cc2C(=O)Nc2ccccc2)CC1	-19.9%	3.9%[11.4 µM]	1.9%	3.8%	1.1%	i	-0.9%	-3.4%
C=CCn1c(SCC#N)nc2ccccc2c1=O	-4.0%[10 µM]	41.2%[activator]	-1.9%	-8.0%	-4.8%	i	-2.8%	-7.9%
O=C(Nc1cccc(F)c1)c1ccc(S(=O)(=O)N2CCCC2)cc1	-7.4%	3.8%	-10.6%	-14.2%	1.4%	-3.4%	6.3%	-2.2%
O=C(CCCCl)OCc1cn(-c2ccc(Cl)cc2)nn1	24.1%[10 µM]	-10.9%	0.9%	-9.7%	-4.5%	3.4%	3.3%	-7.1%
Cc1nnc(SCC(=O)N(C)C2CCS(=O)(=O)C2)n1Cc1ccccc1 (configuration not stated)	-18.2%	3.1%	7.2%	8.5%	6.6%	-3.9%	-5.9%	0.4%
CCc1cccc2c(C(=O)COC(=O)c3c(C)noc3C)c[nH]c12	-15.0%	37.0%[activator]	-10.8%	-13.5%	-2.2%	i	-15.8%	1.2%
CCOC(=O)CNC(=O)O[C@H]1C(=O)c2cc(OC)ccc2O[C@@H]1c1ccc(OC)c(Br)c1	4.2%	/	?	-11.3%	-13.5%	-3.6%	2.5%	0.3%
CCOc1ccc2nc(N(CCN(CC)CC)C(=O)c3ccc([N+](=O)[O-])cc3)sc2c1	-10.6%	/	-0.5%	-9.4%	-5.1%	-14.0%	1.8%	-2.3%
COc1ccccc1N1CCN(C(=O)c2cnc(N3CCCCC3)c3ccccc23)CC1	/	/	-0.8%	-8.5%	-15.1%	/	0.3%	-16.6%
CCC1CCC(C(=O)NC(C(=O)NCCN(CC(C)C)CC(C)C)C(C)C)CC1 (configuration not stated)	/	/	-1.8%	-8.6%	-8.0%	/	-5.3%	-1.0%
O=C(Nc1ccccc1C(F)(F)F)c1ccc(CN2CCC(Cc3ccccc3)CC2)cc1	-45.5%[inhibitor]	-10.0%	-0.3%	-10.7%	-10.9%	i	-6.3%	1.8%
COc1ccc(C(=O)c2cc3ccc(O)cc3oc2=O)cc1	-5.7%	/	-5.0%	-15.4%	-24.6%	-15.9%	-10.5%	-3.9%
CCOC(=O)c1c(C)[nH]c(C(=O)O)c1C	-0.2%	-8.1%	-1.7%	-3.3%	0.9%	-6.3%	8.2%	-1.4%
C/C(=N\O)C(C)(C)NC(=O)Nc1ccc(Cl)cc1	-6.0%	/	-7.3%	-2.0%	-2.8%	i	1.3%	0.8%
Cc1cc(C)cc(C(=O)N2CC(C)OC(C)C2)c1 (configuration not stated)	8.8%	/	4.8%	-2.8%	-5.3%	3.8%	-17.8%	-1.3%
COc1ccc(OC)c(-n2c(=S)[nH]c3cc(C(=O)NCCCN4CCCC4=O)ccc3c2=O)c1	5.9%	2.4%	0.7%	-5.4%	-0.9%	-0.6%	-0.3%	-0.4%

Complete entries, looked up by structure.
Cc1cc(C)cc(C(=O)N2CC(C)OC(C)C2)c1 (configuration not stated) as listed: HTT ATP protect: 8.8%; L3MBTL1 block: /; Tau FP inhib: 4.8%; Tau fluor cs: -2.8%; Tau ThT inhib: -5.3%; RECQ1 inh: 3.8%; TRb SRC2 PPI: -17.8%; TR SRC2 fluor cs: -1.3%
CCOC(=O)c1c(C)[nH]c(C(=O)O)c1C as listed: HTT ATP protect: -0.2%; L3MBTL1 block: -8.1%; Tau FP inhib: -1.7%; Tau fluor cs: -3.3%; Tau ThT inhib: 0.9%; RECQ1 inh: -6.3%; TRb SRC2 PPI: 8.2%; TR SRC2 fluor cs: -1.4%

High-throughput results: PubChem, National Center for Advancing Translational Sciences (NCATS)
